GLP-1R agonist – agonists of human GLP-1 receptor; HEK293 GLP-1R CRE-luciferase, luminescence, 4-6 h; cells express a hypersensitive GLP-1R form; AID 624172; Potency, µM (top dose mostly 45.6 µM), for inactives: top-dose activation, most hits filed as activators; 380,000 compounds, 0.007% hits; note: potency is the fitted concentration of half-maximal effect; % of control where 0% means no effect
Target sequence (P43220 whole entry, looked up): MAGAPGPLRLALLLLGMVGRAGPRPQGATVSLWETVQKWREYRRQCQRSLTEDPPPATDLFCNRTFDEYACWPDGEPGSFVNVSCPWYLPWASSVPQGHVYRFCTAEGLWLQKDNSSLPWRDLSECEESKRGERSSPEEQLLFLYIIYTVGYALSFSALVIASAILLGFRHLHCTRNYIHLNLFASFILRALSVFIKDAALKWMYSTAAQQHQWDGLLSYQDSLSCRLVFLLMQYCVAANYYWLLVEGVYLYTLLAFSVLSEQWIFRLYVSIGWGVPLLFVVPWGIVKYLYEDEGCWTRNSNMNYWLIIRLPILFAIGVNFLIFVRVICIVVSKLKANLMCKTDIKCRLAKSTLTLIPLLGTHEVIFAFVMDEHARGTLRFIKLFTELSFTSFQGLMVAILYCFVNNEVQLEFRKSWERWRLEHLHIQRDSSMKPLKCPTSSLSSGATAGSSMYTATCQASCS
pAkt inh – inhibitors of Akt phosphorylation; Neuro2A IGF-stimulated pAkt S473 HTRF, 20 min; hits give low values; activity change, % for hits at 50 µM; 360,000 compounds, 0.32% hits; AID 651550; in the data active = activity change below about -80%; inconclusive = mostly about -51% to -80%; note: % is set by controls: 0 for no effect and ±100 for the full control effect
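Single-point screen (50 µM final compound) in Neuro2A cells stimulated 20 min with 6 nM IGF at 37 deg C. After lysis, Ser473-phosphorylated Akt read by HTRF (ex 330 nm, em 615/665 nm) as the 665/615 ratio.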
PTHR1 agonist – agonists of human PTHR1 parathyroid hormone receptor | Q03431 | HEK293 GP2 PTHR1 cells, GloSensor cAMP luminescence, 1 h | Potency, µM (series often up to 115 µM), inactives show top-dose activation, most hits filed as activators | 410,000 compounds, 0.075% hits; note: potency is the fitted concentration of half-maximal effect; nearly all actives have a fitted effect of over 55% in size; some results filed as inactive show a strong effect at the top dose; inactives centre near -15; many of its hits are not listed in these tables
Target sequence (Q03431 whole entry, looked up): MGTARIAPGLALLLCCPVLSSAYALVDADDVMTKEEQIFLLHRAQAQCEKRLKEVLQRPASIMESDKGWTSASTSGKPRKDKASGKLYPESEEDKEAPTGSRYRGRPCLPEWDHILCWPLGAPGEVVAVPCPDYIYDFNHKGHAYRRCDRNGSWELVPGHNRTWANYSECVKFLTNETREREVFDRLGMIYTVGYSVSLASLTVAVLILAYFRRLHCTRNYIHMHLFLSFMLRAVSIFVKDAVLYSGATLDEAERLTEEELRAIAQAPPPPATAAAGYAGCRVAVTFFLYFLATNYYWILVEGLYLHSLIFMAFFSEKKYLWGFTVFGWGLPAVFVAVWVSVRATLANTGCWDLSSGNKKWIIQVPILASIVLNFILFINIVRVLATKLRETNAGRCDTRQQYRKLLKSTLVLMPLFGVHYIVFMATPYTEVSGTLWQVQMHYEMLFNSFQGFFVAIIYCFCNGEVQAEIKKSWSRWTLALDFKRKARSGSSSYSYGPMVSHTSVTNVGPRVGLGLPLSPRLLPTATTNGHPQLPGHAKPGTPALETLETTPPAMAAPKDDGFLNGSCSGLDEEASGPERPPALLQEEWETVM
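HEK-293-derived GP2 cells expressing PTHR1 and a GloSensor cAMP reporter, 3,000/well, plated overnight, given luciferin plus IBMX (each 0.5 mM as added) for 1 h at 37 °C, then compound for 1 h at 37 °C. Luminescence was read after 15 min at room temperature.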
DRD3 antagonist – D3 dopamine receptor (human) antagonism; 360,000 compounds, 2.5% hits; AID 652054; P35462; D3R cells, DiscoveRx beta-arrestin luminescence, antagonist mode; hits give low values; max response, negative = inhibition, %; in the data active = max response below about -50%; inconclusive = no clear call, values can overlap the other calls; note: % is set by controls: 0 for no effect and ±100 for the full control effect; mostly tested at two doses, the higher about 12 µM
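Cells plated overnight at 1500 cells/well, then exposed to library compounds with dopamine controls for 90 minutes at 37 degrees C. DiscoveRx reagent added for 30–60 minutes at room temperature; luminescence read, quantitative HTS format.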
FUS suppressor – FUS proteinopathy suppression in yeast | S. cerevisiae FUS-expressing, growth rescue, OD600, 24 h | Potency, µM (series often up to 76.6 µM), for the others: top-dose growth rescue (activation), hits mostly activators | 390,000 compounds, 0.24% hits | AID 1347120;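 note: potency is the fitted concentration of half-maximal effect; plate controls were DMSO vehicle for no effect and reference control for full effect; nearly all actives have a fitted effect of over 55% in size; some results filed as inactive show a strong effect at the top dose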
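Restored growth of FUS-toxic S. cerevisiae, read as 600 nm absorbance after 24 h at 30C in galactose medium (starting OD 0.005). Controls CP55940 and DMSO.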
GLP1R inv ag – GLP-1 receptor (human) inverse agonism. HEK293 GLP-1R CRE-luciferase, luminescence, 24 h; GLP-1R form is constitutively active. Potency, µM (highest dose often 38.3 µM), without a hit: at the highest dose activity change, negative = inhibition, hits mostly inhibitors. 410,000 compounds, 1.6% hits. AID 624417; note: potency is the fitted concentration of half-maximal effect; % is set by controls: 0 for no effect and ±100 for the full control effect; nearly all actives have a fitted effect of over 55% in size
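Inverse agonism was detected as reduced cAMP-driven luciferase luminescence after 24 h compound treatment. The cells were HEK293 clones expressing constitutively active human GLP-1R with the reporter. Reporter-only and GPR119 cell lines served as counterscreen controls.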
aSyn yeast inh – inhibitors of alpha-synuclein toxicity in yeast; 370,000 compounds, 0.14% hits; Yeast expressing alpha-synuclein, growth rescue, BacTiter-Glo, 24 h; Potency, µM (series often up to 46.1 µM), inactives show at the top dose growth rescue (activation), most hits filed as activators; note: potency is the fitted concentration of half-maximal effect; % of control where 0% means no effect; nearly all actives have a fitted effect of over 65% in size
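Galactose-induced alpha-syn yeast (OD600=0.02, raffinose-pregrown) + pinned cpd, 24 hr, 30 deg C; growth by BacTiter-Glo luminescence. Growth restoration scores as activation.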
TDP-43 yeast inh – TDP-43 toxicity inhibition in yeast. 410,000 compounds, 1.8% hits. TDP-43 expressing yeast growth rescue, BacTiter-Glo, 24 h. Potency, µM (highest dose often 46.1 µM), for inactives: at the top dose growth rescue (activation), hits mostly activators. AID 652104; note: potency is the fitted concentration of half-maximal effect; % of control where 0% means no effect; nearly all actives have a fitted effect of over 50% in size
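In this qHTS, compounds that restore growth of yeast expressing TDP-43 appear as activators. Cells (OD600=0.02, galactose medium, raffinose-pregrown) are incubated with compound 24 hr at 30 deg C and growth is quantified by BacTiter-Glo.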
Abeta yeast res – compounds reversing amyloid beta toxicity in yeast; 410,000 compounds, 0.063% hits; yeast expressing A-beta42, growth rescue, OD600, 48 h; response scale: 0% DMSO, 100% iron-clioquinol control; Potency, µM (top dose mostly 46.1 µM), for inactives: top-dose growth rescue, hits mostly activators; note: potency is the fitted concentration of half-maximal effect; nearly all actives have a fitted effect of over 55% in size
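Growth rescue measured by 600 nm absorbance after 48 h yeast culture at 30 C with compound. Values normalized between DMSO and an equimolar ferric chloride plus clioquinol control.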
* hit, by the source's call; i = inactive; ? = inconclusive; . = not tested or not shown; [ ] = remark or other dose. Unless noted, calls come from the whole dose curve; as a rule, active = well fitted curve in the direction sought with a large enough effect; inconclusive = small, poorly fitted or top-dose-only effect, or another doubt; inactive = no such curve, though single readings can be large; an effect the other way counts as inactive or inconclusive.

SMILES	GLP-1R agonist	pAkt inh	PTHR1 agonist	DRD3 antagonist	FUS suppressor	GLP1R inv ag	aSyn yeast inh	TDP-43 yeast inh	Abeta yeast res
CCC(Oc1cc(Cl)ccc1Cl)C(=O)NN1C(=O)C2C3CCC(C3=C(C)C)C2C1=O (stereo unspecified)	-4%	i	-30%	-11	23%	?	-2%	-10%	10%
O=C(NCCc1ccccc1)/C(=C/c1ccco1)c1ccccc1	5%	i	i	-11	13%	?	17%	17%	20%
C[C@@]12C(=O)N(c3ccc(Br)cc3)C(=O)N1[C@@H]1c3ccccc3OC[C@@H]1[C@H]2c1ccccc1	-2%	i	-12%	4	3%	?	0%	-7%	10%
CC1CCCCN1S(=O)(=O)c1ccc(C(=O)Nc2sc3c(c2C(N)=O)CC(C)(C)NC3(C)C)cc1 (stereo unspecified)	-1%	.	-2%	.	19%	?	-3%	14%	1%
O=C(COC(=O)/C=C/c1ccc(OC(F)F)cc1)Nc1ccc(S(=O)(=O)N2CCCC2)cc1	-17%	i	-39%[inhibitor]	5	.	1%	5%	20%	6%
CCn1c(SCC(=O)NCC2CCCO2)nc2c(c1=O)SCC2 (stereo unspecified)	-17%	i	-39%[inhibitor]	17	.	-19%	4%	-12%	2%
COC(=O)C1CCN(C(=O)COC(=O)c2ccc3[nH]c4c(c3c2)CCCC4)CC1	25%	i	-37%[inhibitor]	4	4%	-10%	3%	16%	1%
O=S(=O)(Nc1ccncc1)c1cc(Cl)ccc1Cl	0%	i	i	-17	-12%	10%	-5%	0%	1%
Cc1c(CCC(=O)NCc2cccc(Cl)c2)c(=O)oc2c(C)c(O)ccc12	.	.	i	.	-11%	-19%	.	16%	-9%
Cc1ncc(CO)c(/C=N/NC(=O)c2ccc(O)cc2)c1O	-8%	i	i	-1	.	18%	-4%	9%	-3%
COC(=O)c1ccc(N/C=C\C(=O)c2ccc3c(c2)OCO3)cc1	5%	i	-24%	15	4%	50%[activator][7.66 µM]	0%	14%[9.22 µM]	-6%
COc1ccc(CCC(=O)NC2CCCN(Cc3ccc(Cl)cc3)C2)cc1OC (stereo unspecified)	-1%	i	i	-18	4%	-20%	-19%	-11%	-21%
Cc1c(NS(=O)(=O)c2cc(C(=O)N(C)Cc3ccccc3)ccc2Cl)c(=O)n(-c2ccccc2)n1C	-1%	i	i	14	16%	-10%	-2%	18%	19%
CC(=O)c1ccc(NC(=O)Cn2nc(C(F)(F)F)c3c2CCCC3)cc1	-2%	.	-43%[inhibitor]	.	14%	-30%	.	26%	0%
O=C(NC1CCCCC1)c1ccc([N+](=O)[O-])o1	0%	i	-6%	5	-17%	39%[activator]	0%	?	-30%
Fc1cccc(COc2ccccc2C(=S)N2CCCC2)c1	6%	i	-22%	11	3%	?	0%	-5%[9.22 µM]	?
CCOC(=O)c1c(C)[nH]c(C)c1S(=O)(=O)N1CCCC(C(=O)N2CCN(c3cc(C)ccc3C)CC2)C1 (stereo unspecified)	.	.	-22%	.	?	?	.	21%	-1%
O=C(O)c1ccc(COc2c(F)c(F)c(F)c(F)c2F)o1	-15%	i	i	5	1%	8%	4%	-19%	1%
CC1(/[N+]([O-])=C/c2cccc(Cl)c2)CCCCC1=O (stereo unspecified)	3%	i	i	14	1%	8%	1%	14%	?
O=C1Nc2ccccc2C1c1ncc(C(F)(F)F)cc1Cl (stereo unspecified)	3%	i	i	8	-14%	-24%	10%	23%	0%
Oc1[nH]c2ccccc2c1N=Nc1c(F)c(F)c(Cl)c(F)c1F	-1%	i	-17%	-4	-34%	7%	-1%	6%	-12%
CCC(=O)N1CCc2cc(S(=O)(=O)NC(C(=O)NCc3ccc(C)cc3)C(C)C)ccc21 (stereo unspecified)	-15%	i	i	23	6%	10%	0%	1%	5%
C=CCn1c(C)nc2c(sc3nc4c(cc32)COC(C)(C)C4)c1=O	?	i	i	8	15%	35%[activator]	8%	-2%	-29%
CCc1c(C)[nH]n(CCC#N)c1=O	-10%	i	?	-14	24%	2%	-6%	8%	-12%
Cc1csc(SCC(=O)NC(C)c2ccccc2)n1 (stereo unspecified)	8%	i	i	-5	-5%	-28%	2%	19%	3%
CCn1c(=N)n(CC(=O)c2ccc(Br)s2)c2ccccc21	14%	i	-17%	-16	3%	?	9%	-3%	8%
CCOc1ccc(-c2nnc(SCC(=O)Nc3cccc(C#N)c3)o2)cc1	.	.	i	.	3%	35%[activator]	.	-1%	-25%
Cc1ccc(OCc2n[nH]c(=S)n2-c2ccccc2)cc1C	4%	i	-13%	-14	8%	12%	5%	-2%	?
C[C@H](NC(=O)N1CCn2c1nc1ccccc12)C(=O)NCc1ccccc1	-2%	i	i	15	6%	?	1%	-20%	2%
CCC(CC)c1nnc(NS(=O)(=O)Cc2ccccc2)s1	12%	i	i	35	-7%	0%	7%	16%	8%
c1ccc(Cn2ncc3c(Nc4ccccc4)ncnc32)cc1	-6%	i	-5%	-18	10%	?	-6%	13µM*	25%
CCOC(=O)c1ccc2c(c1)N(CC(=O)Nc1cc(F)ccc1F)C(=O)c1ccccc1S2	-2%	.	i	.	-13%	4%	1%	21%	-9%
COC(=O)c1cc(S(=O)(=O)NCCc2sccc2C)c[nH]1	1%	i	-21%	2	-7%	-5%	4%	9%	-11%
CC1(C)OC(=O)C(=CNc2cccc(O)c2)C(=O)O1	-8%	.	i	6	31%	7%	-2%	-6%	-7%
CCN(Cc1ccccc1)S(=O)(=O)c1c[nH]c(C(=O)OC)c1	5%	i	-27%	12	-8%	-5%	10%	8%	6%
C[C@H](CO)N1C[C@H](C)[C@H](CN(C)C(=O)CC2CC2)Oc2cc(Br)ccc2S1(=O)=O	-5%	i	-34%[inhibitor]	-7	-18%	-7%	0%	17%	-6%
Cc1cc(O)c(C(=O)/C=C/c2ccccc2O)c(=O)o1	-3%	i	-38%[inhibitor]	-3	-5%	-9%	?	20%	-20%
COc1ccc2c(c1)[nH]c1c(Cl)ncnc12	3%	i	-2%	7	0%	15%	?	11µM*	1%
O=C(O)c1cccc(S(=O)(=O)Nc2ccc3oc(=O)sc3c2)c1	4%	-114%*	-23%[57.5 µM]	-87*	5%	-11%	3%	0%	-2%
COc1cccc(NC(=O)N2CCN(c3cccc(C)c3C)CC2)c1	6%	i	-31%[inhibitor]	8	37%	?	0%	13µM*	-32%[inhibitor]
O=C(CSc1nnc(NC(=O)C2CC2)s1)Nc1ccc2c(c1)OCCO2	6%	i	i	2	12%	3%	0%	25%[9.22 µM]	-1%
O=C(O)C1CCN(S(=O)(=O)c2cccs2)CC1	1%	i	i	13	-10%	4%	2%	-14%	-4%
CCNC(=O)C1(C)CCCN(C(=O)C2(c3ccc(Cl)cc3)CCCC2)C1 (stereo unspecified)	-5%	i	-7%	0	8%	-1%	-4%	41%	-2%
O=C(COC(=O)c1cc[n+]([O-])cc1)Nc1cccc(Cl)c1Cl	5%	i	i	-13	27%	1%	-3%	-24%[9.22 µM]	-1%
O=C1C2CC=C(Cl)CC2C(=O)N1CCCCCCN1C(=O)C2CC=C(Cl)CC2C1=O (stereo unspecified)	15%	i	-14%	-19	?	?	13%	-10%	-20%
Cc1ccc2c(c1)[C@H]1[C@H](CO2)[C@H](c2ccccc2)[C@]2(C)C(=O)Nc3cc(F)ccc3C(=O)N12	-5%	i	-2%	?	-2%	?	-13%	?	19%
O=C(Oc1ccc2c(c1)O/C(=C\c1ccncc1)C2=O)c1cccs1	9%	i	-14%	?	22%	18%	2%	-16%[1.82 µM]	5%
COc1cccc(-c2nc(CS(=O)(=O)CC(=O)N3CCc4ccccc43)c(C)o2)c1	-1%	i	-93%[inhibitor]	-6	-6%	-15%	1%	0%	7%
COc1cc2cc(CNc3ccccc3)c(=O)n(CC(=O)Nc3cccc(Cl)c3C)c2cc1OC	7%	.	-12%	.	?	0%	-3%	-13%	-24%
COc1cccc(C(=O)Nc2ccc3c(c2)OC[C@H](C)N(CCc2ccccc2)C[C@@H](C)[C@@H](OC)CN(C)C3=O)c1	.	i	-24%	-26	9%	?	9%	1%	-9%
OC(COc1c(F)cc(Br)cc1F)CN1CCN(c2ccc(F)cc2)CC1 (stereo unspecified)	1%	i	-15%	?	2%	?	0%	-12%	-5%
O=C(CCNC(=O)c1ccc([N+](=O)[O-])cc1)N/N=C/c1ccc(F)cc1	1%	i	-7%	-1	0%	7%	-4%	-10%	-2%
COc1cccc(NC(=O)c2cc(Cl)nnc2Cl)c1	6%	i	-74%	-3	17%	?	-3%	0%[0.397 µM]	-4%
CN(CC(=O)Nc1ccccn1)S(=O)(=O)c1ccc(Cl)cc1	0%	i	i	?	18%	-10%	8%	24%	-4%
O=C(CN1CCN(S(=O)(=O)c2ccc(Br)s2)CC1)NC1CCCCC1	-2%	i	-30%	-27	.	?	-5%	8%	-22%

4 of these compounds, reformatted.
Below each compound: GLP-1R agonist | pAkt inh | PTHR1 agonist | DRD3 antagonist | FUS suppressor | GLP1R inv ag | aSyn yeast inh | TDP-43 yeast inh | Abeta yeast res
- CN(CC(=O)Nc1ccccn1)S(=O)(=O)c1ccc(Cl)cc1
→ 0% | i | i | ? | 18% | -10% | 8% | 24% | -4%
- COc1cc2cc(CNc3ccccc3)c(=O)n(CC(=O)Nc3cccc(Cl)c3C)c2cc1OC
→ 7% | . | -12% | . | ? | 0% | -3% | -13% | -24%
- O=C(CN1CCN(S(=O)(=O)c2ccc(Br)s2)CC1)NC1CCCCC1
→ -2% | i | -30% | -27 | . | ? | -5% | 8% | -22%
- COc1cccc(NC(=O)c2cc(Cl)nnc2Cl)c1
→ 6% | i | -74% | -3 | 17% | ? | -3% | 0%[0.397 µM] | -4%

From PubChem BioAssay

This is a subset; count on the stated rates, not on these rows.
